KCNH2 WT inh – qHTS for Inhibitors of KCHN2 3.1: Wildtype qHTS; Voltage-gated inwardly rectifying potassium channel KCNH2 (Homo sapiens), Q12809; U2OS, BacMam KCNH2, thallium flux FluxOr; active compounds read low; activity change, % at 1.84 µM; actives 0.37% (n = 340,000); AID 720551, 2013;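 active means maximum activity change below -70%; inconclusive means maximum activity change between -70% and -50%; inactive means maximum activity change above -50%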; further: on the % scale 0 is the no-effect control and ±100 the full control effect
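U2OS cells were transduced with wild-type KCNH2 virus (2.03 x 10^8 / mL) for 4 h at room temperature, then cultured overnight at 37 C. Thallium flux was read with FluxOr dye. Rate constants were normalized to DMSO controls.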
A-T KAP1 phos – qHTS Assay for Identifying a Potential Treatment of Ataxia-Telangiectasia | actives 0.19% (n = 320,000) | Potency, µM (top dose mostly 57.5 µM), for inactives: top-dose activation, most hits filed as activators | […] A-T fibroblasts, KAP-1 phosphorylation AlphaLISA; neocarzinostatin DNA damage 30 min before lysis | AID 485349, 2010; further: potency means the concentration at half of the fitted maximal effect; % of control where 0% means no effect; nearly all actives have a fitted effect of over 45% in size
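hTERT-immortalized A-T patient fibroblasts ([…]), 500 cells/well in OPTI-MEM, 1% FBS, got compounds for 60 min, then NCS for 30 min at 37C. Lysates were then assayed for phospho-KAP-1 by AlphaLISA (anti-pKAP1 donor, anti-KAP1 acceptor beads), 6 hr at 25C.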
USP2a block – qHTS Assay for Inhibitors of Ubiquitin-specific Protease USP2a Using CHOP2 as the Reporter. Ubiquitin carboxyl-terminal hydrolase 2 (Homo sapiens), O75604. USP2 core, Ub-CHOP2 coupled fluorogenic reporter, 485/531. Potency, µM (titrated, usually from 38.3 µM), for inactives: at the top dose activity change, negative = inhibition, hits mostly inhibitors. actives 0.01% (n = 330,000). AID 463254, 2010;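 further: potency means the concentration at half of the fitted maximal effect; plate controls were DMSO wells for no effect and full inhibition by NEM control for full effect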
Target sequence (O75604 whole entry, looked up): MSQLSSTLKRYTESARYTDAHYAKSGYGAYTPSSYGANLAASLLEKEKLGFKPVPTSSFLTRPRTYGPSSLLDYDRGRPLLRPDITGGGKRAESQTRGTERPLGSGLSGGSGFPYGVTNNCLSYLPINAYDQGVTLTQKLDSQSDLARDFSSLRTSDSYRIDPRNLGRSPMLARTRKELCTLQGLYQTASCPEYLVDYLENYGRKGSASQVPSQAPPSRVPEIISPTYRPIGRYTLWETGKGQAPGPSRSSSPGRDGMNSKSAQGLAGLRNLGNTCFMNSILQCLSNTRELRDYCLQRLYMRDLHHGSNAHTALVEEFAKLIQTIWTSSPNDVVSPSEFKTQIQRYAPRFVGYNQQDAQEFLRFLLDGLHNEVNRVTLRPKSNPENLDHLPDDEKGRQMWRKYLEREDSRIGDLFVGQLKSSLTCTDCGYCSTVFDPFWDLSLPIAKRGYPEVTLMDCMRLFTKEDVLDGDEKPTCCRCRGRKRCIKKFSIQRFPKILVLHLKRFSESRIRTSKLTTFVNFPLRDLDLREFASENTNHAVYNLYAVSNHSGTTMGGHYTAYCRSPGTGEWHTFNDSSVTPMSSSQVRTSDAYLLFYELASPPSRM
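USP2 core (10nM final) preincubated 30min RT with compound in 20mM Tris-HCl pH 8.0, 2mM CaCl2, 2mM beta-mercaptoethanol, 0.05% CHAPS; 25nM Ub-CHOP2 plus 25nM reporter substrate added, fluorescence (Ex485/Em531) read after 60min.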
TSHR antagonist – Antagonists of the Thyroid Stimulating Hormone Receptor: HTS campaign. actives 0.2% (n = 330,000). Thyrotropin receptor (Homo sapiens), P16473. activity change, negative = inhibition, % at 11.5 µM. AID 504810, 2011. TSHR-expressing cells, TSH-stimulated cAMP HTRF, 2 h; active compounds read low;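 active means activity change below a set negative limit, meaning inhibition stronger than a set level, cut at about -70% in these data; inconclusive means activity change between two set negative limits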; further: on the % scale 0 is the no-effect control and ±100 the full control effect
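Antagonism was scored as loss of TSH-driven cAMP in TSHR cells, stimulated with 4nM TSH (EC80) for 2 hours at 37 deg C and detected by homogeneous HTRF competition immunoassay.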
TCR act – Activators of T cell receptors: qHTS campaign | primary human leukocytes, anti-CD3, IL-2 HTRF, 48 h | Potency, µM (titrated, usually from 9.22 µM), inactives show top-dose activation of IL-2 secretion, most hits filed as activators | 330,000 tested, under 10 active | AID 504894, 2011; further: % of control where 0% means no effect
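IL-2 produced over 48 hr by a-CD3 bead-stimulated primary human leukocytes exposed to compounds was detected with a homogeneous time-resolved FRET immunoassay, 665nm acceptor signal after 320nm excitation.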
ELG1 DNA repair – qHTS screen for small molecules that inhibit ELG1-dependent DNA repair in human embryonic kidney (HEK293T) cells expressing luciferase-tagged ELG1. AID 504467, 2011. actives 2.3% (n = 330,000). Potency, µM (top dose mostly 46.1 µM), without a hit: top-dose activity change, negative = inhibition, usual class: inhibitors. HEK293T ELG1-luciferase reporter, luminescence, 16 h; DNA damage induced by 5-fluorouridine; further: potency means the concentration at half of the fitted maximal effect; on the % scale 0 is the no-effect control and ±100 the full control effect; nearly all actives have a fitted effect of over 55% in size
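Luminescence from the luciferase reporter, measured 30 min after ONE-Glo reagent at room temperature, was the read-out. Beforehand, 2,000 cells per well were exposed for 16 hr at 37 °C to 5-fluorouridine together with compound or vehicle.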
Mito fusion act – qHTS Assay for Small Molecule Inhibitors of Mitochondrial Division or Activators of Mitochondrial Fusion; S. cerevisiae fusion-defective mutant growth rescue, CellTiterGlo 48 h; actives 0.23% (n = 320,000); AID 485298, 2010; Potency, µM (highest dose often 46.1 µM), for inactives: at the top dose growth rescue (activation), actives largely listed as activators;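 further: potency means the concentration at half of the fitted maximal effect; % of control where 0% means no effect; nearly all actives have a fitted effect of over 45% in size; temperature-sensitive fusion mutants such as fzo1-1 at 37 °C on non-fermentable ethanol glycerol medium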
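S. cerevisiae fusion-defective temperature-sensitive mutants (e.g. fzo1-1, mgm1-5) grown 48 h at 37C in YPEG (ethanol/glycerol non-fermentable) medium with 23 nl compound per well; growth rescue read as CellTiterGlo luminescence.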
Eya2 phos inh – qHTS Assay for Inhibitors of the Phosphatase Activity of Eya2; Protein phosphatase EYA2 (Homo sapiens), O00167; recombinant Eya2, OMFP fluorescence dephosphorylation (OMFP is methylfluorescein phosphate); Potency, µM (series often up to 76.9 µM), inactives show at the top dose activity, negative = inhibition, most hits filed as inhibitors; actives 0.006% (n = 330,000); AID 488837, 2010; further: potency means the concentration at half of the fitted maximal effect; on the % scale 0 is the no-effect control and ±100 the full control effect
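Eya2 (0.2 uM) preincubated 10 min at ambient with compound, then OMFP substrate added at 50 uM; 10 min reaction in 50 mM HEPES pH 7.5, 50 mM NaCl, 5 uM MgCl2, 0.05% BSA, 1 mM DTT. Fluorescence read at Ex 485/Em 525 nm.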
KCNH2 3.1 inh – qHTS for Inhibitors of KCHN2 3.1: Mutant qHTS; Potassium voltage-gated channel subfamily H member 2, brain isoform KCNH2 3.1 (human); U2OS KCNH2 3.1, thallium flux FluxOr; active compounds read low; activity change, % (tested at about 1.8 µM); actives 0.95% (n = 340,000); AID 720553, 2013;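 active means maximum activity change below -70%; inconclusive means maximum activity change from -70% to -50%; inactive means maximum activity change above -50%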;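 further: thallium influx rate constant from kinetic fluorescence after stimulation buffer; on the % scale 0 is the no-effect control and ±100 the full control effect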
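Thallium flux read-out: FluxOr dye with Red40 quencher in HBSS/HEPES, 45 min at RT. Rate constants from kinetic reads were normalized to positive and negative DMSO controls. Cells: U2OS virally expressing the 3.1 isoform.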
TRPV1 agonist – HTS Assay for Compounds that Act as Agonists of the Vanilloid Receptor 1 | Transient receptor potential cation channel subfamily V member 1 (Homo sapiens), Q8NER1 | TRPV1-expressing cells, Fluo-8 calcium influx, agonist mode | activation, % at 8.33 µM | actives 0.19% (n = 320,000) | AID 540275, 2011; in the data active means activation above about 80%; inconclusive means between about 30% and that limit; further: 0% is about no effect
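Fluo-8 calcium influx in TRPV1-expressing cells, kinetic read (ex 480/em 520 nm). Compound added and read 3 min for agonist activity, followed by capsaicin at EC20 final and 2 min further read for enhancement.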
An asterisk follows results filed as active; ? = inconclusive; · = not tested or not shown; & = joins results of further samples; [ ] = another dose, or the depositor's remark. Unless noted, the call rests on the fitted dose curve; in most records, active means well fitted curve in the direction sought with a large enough effect; inconclusive means small, poorly fitted or top-dose-only effect, or another doubt; inactive means no such curve, though single readings can be large; an effect the other way counts as inactive or inconclusive.

(1) COC(=O)c1cc(NC(=O)c2ccc(F)cc2)cc(C(=O)OC)c1
(2) COCCNC(=O)c1cccc(OC2CCN(Cc3ccc(OC(F)F)cc3)CC2)c1
(3) Cc1ccnc(NC(=O)c2cc(-c3ccc(Cl)s3)nc3ccccc23)c1
(4) COc1ccc(N2CCN(C(=O)C3CCCN3S(=O)(=O)c3cccc4nsnc34)CC2)cc1 (configuration not stated)
(5) Cc1ccc(C)c(NC(=O)CN(C)C(=O)c2ccc3ncsc3c2)c1
(6) O=C(NCC1(N2CCCCC2)CCCCC1)C1CC(=O)N(c2ccc3c(c2)OCCO3)C1 (configuration not stated)

Screen / compound no.,1,2,3,4,5,6
KCNH2 WT inh,-8,4,-4,-13,-17,11
A-T KAP1 phos,1%,4%,-1%,5%,-2%,10%
USP2a block,-1%,-2%,-2%,5%,3%,-1%
TSHR antagonist,-1,6,-16,9,8,0
TCR act,1%,-2%,-9%,6%,0%,-3%
ELG1 DNA repair,-11%,-17%,?,3%,21%,?
Mito fusion act,8%,0%,8%,4%,-6%,-5%
Eya2 phos inh,2%,-30%,11%,-5%,12%,-1%
KCNH2 3.1 inh,19,-80*,-11,11,-5,3
TRPV1 agonist,?,6,12,-1,1,2

(7) CC1CCN(c2ccc(C(=O)O)cc2NS(=O)(=O)c2ccc(Br)cc2)CC1
(8) CC(=O)NC(c1cc(Cl)c2cccnc2c1O)C1CC1 (configuration not stated)
(9) CCc1nnc(SCC(=O)Nc2ccc(F)cc2)o1
(10) CCCn1c(=O)c(C(=O)NNS(=O)(=O)c2ccc(Cl)cc2)c(O)c2ccccc21
(11) CC(C)=N/N=C(/c1ccc([N+](=O)[O-])cc1)C12CN3CN(CN(C3)C1)C2
(12) COc1ccccc1C1(CCNC(C)c2cccs2)CCOC(C(C)C)C1 (configuration not stated)

Screen / compound no.,7,8,9,10,11,12
KCNH2 WT inh,18,·,-7,-1,0,2
A-T KAP1 phos,1%,-2%&13%,1%,0%,-1%,1%
USP2a block,-2%,-3%&-4%,1%,-23%,2%,-2%
TSHR antagonist,-10,-7&0,-14,-27,0,-2
TCR act,2%,-3%,-2%,-2%[46.1 µM],-3%,-3%
ELG1 DNA repair,3%,?,-12%,6%,6%,?
Mito fusion act,17%,?,2%,-1%,6%,0%
Eya2 phos inh,8%,4%&-6%,3%,-2%,-11%,-20%
KCNH2 3.1 inh,-10,·,-2,-3,12,3
TRPV1 agonist,3,1,-1,-1,-4,6

(13) Cc1ccccc1C1c2[nH]c3ccccc3c2CCN1C(=O)c1ccc(=O)n(C)n1 (configuration not stated)
(14) COc1ccc(-n2cc(-c3ccccc3)[nH]c2=S)cc1
(15) C=CCN=C1CC(C)(C)CC(=O)/C1=C(/O)CCC(=O)OC
(16) Cc1cnc(NC(=O)CSc2nnc(Cc3ccccc3)n2C)s1
(17) CCOc1ccccc1C(=O)NCC(=O)N1CCC(C)CC1
(18) CC(=O)c1ccc(NC(=O)C2CCCC2)cc1

Screen / compound no.,13,14,15,16,17,18
KCNH2 WT inh,10,4,-4,31,12,7
A-T KAP1 phos,6%,3%,5%,1%,8%,-11%
USP2a block,-1%,3%,3%,1%,2%,0%
TSHR antagonist,4,6,37,-1,·,-17
TCR act,·,3%[46.1 µM],1%,-4%,3%,4%
ELG1 DNA repair,-20%,?,-11%,-17%,?,?
Mito fusion act,0%,11%,0%,-8%,·,2%
Eya2 phos inh,4%,-6%,-6%,4%,10%,-2%
KCNH2 3.1 inh,-14,-10,-13,-9,-23,6
TRPV1 agonist,1,2,0,-1,·,7

(19) Cc1ccccc1C(=O)Oc1cc(N)n(S(C)(=O)=O)n1
(20) Cc1cccc(NC(=S)NCC(c2ccccc2)N(C)C)c1 (configuration not stated)
(21) COc1ccc(CCNC(=O)CCN2C(=O)COc3ccc(C)cc32)cc1OC
(22) CCS(=O)(=O)N1CCC(c2nc(-c3ccc(C(F)(F)F)cc3)no2)CC1
(23) COc1cc2c(cc1OC)C(NNC(=O)c1ccc(Br)o1)=NC(C)(C)C2
(24) CCC(=O)Oc1ccc(C(=O)Nc2ccc3c(c2)OCO3)cc1

Screen / compound no.,19,20,21,22,23,24
KCNH2 WT inh,-9,-2,-1,0,21,0
A-T KAP1 phos,0%,-1%,-1%,6%,-3%,-1%
USP2a block,2%,-4%,2%,0%,1%,0%
TSHR antagonist,18,8,-5,-11,-5,-2
TCR act,-2%,-2%,-18%,-6%,0%,2%
ELG1 DNA repair,?,1%,-19%,6.3µM*,?,?
Mito fusion act,5%,-9%,-1%,-9%,-2%,-2%
Eya2 phos inh,-4%,4%,8%,3%,-3%,4%
KCNH2 3.1 inh,7,-3,2,-31,20,-1
TRPV1 agonist,-2,18,·,15,0,?

(25) O=C(CSc1nc(C2CC2)nc2ccccc12)NCc1ccc2c(c1)OCO2
(26) CN1CCC(=NNC(=O)C(=O)NCc2ccccc2)CC1
(27) CCCNC(=O)c1ccc(-c2nn(C)c(=O)c3ccccc23)cc1
(28) O=C(Cn1c2ccc(F)cc2c2nc3n(c(=O)c21)CCS3)N1CCCC1
(29) C=C1CCN([C@H](C(=O)NCc2ccc(Cl)c(Cl)c2)C(C)C)S(=O)(=O)c2ccccc21
(30) CCC(CC)C(=O)Nc1ccc(C)c(O)c1

Screen / compound no.,25,26,27,28,29,30
KCNH2 WT inh,·,4,6,3,2,-1
A-T KAP1 phos,0%,2%,16%,16%,-11%,-2%
USP2a block,1%,1%,0%,1%,-1%,1%
TSHR antagonist,-2,-2,-38,45,-5,7
TCR act,·,-22%,0%,-3%,3%,1%
ELG1 DNA repair,-7%,-8%,16%,24%,?,10%
Mito fusion act,1%,-4%,2%,3%,-11%,0%
Eya2 phos inh,-1%,9%,3%,-20%,1%,10%
KCNH2 3.1 inh,·,-9,-1,10,-39,-4
TRPV1 agonist,6,3,-5,-1,4,9

(31) Cc1ncoc1C(=O)Nc1ncc([N+](=O)[O-])s1
(32) CC1=NN(C(N)=S)C(=O)C1N=Nc1ccc([N+](=O)[O-])cc1 (configuration not stated)
(33) Cc1ccc(C(=O)OCC(=O)N2CCC(C)CC2)cc1S(=O)(=O)N1CCCCC1
(34) O=C1c2c(O)cc(O)cc2O[C@H](c2ccc(O)c(O)c2)[C@H]1O
(35) CCOc1ccc(CNn2cnnc2)cc1
(36) Cc1cccc(/C=N/n2c(-c3ccccn3)n[nH]c2=S)c1

Screen / compound no.,31,32,33,34,35,36
KCNH2 WT inh,6,4,5,6,-4,·
A-T KAP1 phos,4%,-19%,8%,·,-2%,5%
USP2a block,1%,-10%,3%,6%,-1%,3%
TSHR antagonist,-1,-8,-16,-2,1,-1
TCR act,-1%,-1%,11%,-1%,-4%,-16%[46.1 µM]
ELG1 DNA repair,?,?,5%,·,1%,?
Mito fusion act,5%,-21%,0%,-1%,4%,-2%
Eya2 phos inh,-4%,-3%,-3%,0%,-2%,-1%
KCNH2 3.1 inh,-2,0,·,8,15,·
TRPV1 agonist,1,2,?,-3,-1,1

By substructure: the entries above with bromine
(7) CC1CCN(c2ccc(C(=O)O)cc2NS(=O)(=O)c2ccc(Br)cc2)CC1
(23) COc1cc2c(cc1OC)C(NNC(=O)c1ccc(Br)o1)=NC(C)(C)C2

Screen / compound no.,7,23
KCNH2 WT inh,18,21
A-T KAP1 phos,1%,-3%
USP2a block,-2%,1%
TSHR antagonist,-10,-5
TCR act,2%,0%
ELG1 DNA repair,3%,?
Mito fusion act,17%,-2%
Eya2 phos inh,8%,-3%
KCNH2 3.1 inh,-10,20
TRPV1 agonist,3,0

A portion of the library; rates above refer to the full screens.
